# Compound activity as filed in PubChem BioAssay.
# hgDAF-12 ag: agonists of H. glycines DAF-12 nuclear receptor; HEK293 GAL4-hgDAF12 UAS-luciferase reporter, agonist luminescence; normalized to butyrate control; activation, % at 6.8 µM; 370,000 compounds, 1.8% hits;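 active = activation above a cutoff set at the mean of all screened compounds plus 3 SD, cut at about 10% in these data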;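 also: 0% = DMSO wells and 100% = sodium butyrate wells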
# DAX1 inh-1: inhibitors of DAX1 repression of SF-1 activated StAR promoter. HEK293T StAR-luciferase reporter, SF-1/DAX-1 repression relief. inhibition, % at 6.8 µM. 370,000 compounds, 1.1% hits. AID 652010;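 active = inhibition above the mean over all tested compounds plus 3 SD, cut at about 3.6% in these data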;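 also: 0% = DAX-1 cells with DMSO and 100% = cells lacking DAX-1 with DMSO; higher inhibition means more luminescence from relief of DAX-1 repression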
# Rev-erbA mod: Rev-erb alpha (human) modulation. P20393. Rev-erbα–FITC-DNA binding, fluorescence polarization, 90 min. activity, % at 10 µM. 370,000 compounds, 0.79% hits;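 active = activity above about 14%, limit read from the data; passing the limit was not always enough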;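 also: 0% = DMSO wells with 35 nM protein and 100% = DMSO wells with 750 nM protein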
# Target sequence (P20393 whole entry, looked up): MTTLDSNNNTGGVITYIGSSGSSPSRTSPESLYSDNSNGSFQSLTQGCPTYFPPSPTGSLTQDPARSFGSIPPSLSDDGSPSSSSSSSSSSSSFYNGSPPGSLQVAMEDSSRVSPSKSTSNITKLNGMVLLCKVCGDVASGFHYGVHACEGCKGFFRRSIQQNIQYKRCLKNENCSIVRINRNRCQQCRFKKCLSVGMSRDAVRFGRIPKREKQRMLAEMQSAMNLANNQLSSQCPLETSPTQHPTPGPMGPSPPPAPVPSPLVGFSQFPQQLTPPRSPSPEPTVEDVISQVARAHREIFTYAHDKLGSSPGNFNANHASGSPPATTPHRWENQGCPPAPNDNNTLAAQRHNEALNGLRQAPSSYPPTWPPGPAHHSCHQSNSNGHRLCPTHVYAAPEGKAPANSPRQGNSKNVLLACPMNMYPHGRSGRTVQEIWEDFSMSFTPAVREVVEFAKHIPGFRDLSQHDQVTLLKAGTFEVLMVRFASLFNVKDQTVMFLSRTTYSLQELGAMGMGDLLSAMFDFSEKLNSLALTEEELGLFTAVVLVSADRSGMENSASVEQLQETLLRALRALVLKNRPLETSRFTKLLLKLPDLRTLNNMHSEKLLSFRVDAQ
# hcDAF-12 act: H. contortus DAF-12 activation, primary screen | HEK293 hcDAF-12 lit1-tk-luc reporter, luminescence; 0% DMSO, 100% Δ7-dafachronic acid | activation, % at 6.8 µM | 370,000 compounds, 1.4% hits | AID 652067;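 active = activation above the mean of all tested compounds plus 3 SD, cut at about 5.5% in these data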;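 also: 100% = response to 3 µM Δ7-dafachronic acid high control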
# SMARCA2 act: SMARCA2 function activation, primary screen. AID 652017. activation, % at 9.1 µM. 370,000 compounds, 1% hits. MG213 cells, MMTV-luciferase reporter, dexamethasone, overnight; in the data active = activation above about 7.8%;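 also: 0% = vehicle wells and 100% = reference activator wells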
# ssDAF-12 act: activators of S. stercoralis DAF-12 nuclear receptor. HEK293 ssDAF-12/GRIP1 lit1-tk-luc reporter, luminescence; % of 3 µM dafachronic acid response. activation, % at 6.8 µM. 370,000 compounds, 1% hits. AID 652126;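 active = activation above the mean over all tested compounds plus 3 SD, cut at about 0.9% in these data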;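 also: 0% = DMSO-only wells and 100% = 3 µM delta7-dafachronic acid wells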
# PLC-beta3 inh: inhibitors of human phospholipase C beta3; 370,000 compounds, 0.18% hits; Purified PLC-beta3, fluorogenic substrate, fluorescence; Q01970; inhibition, % at 12.2 µM; in the data active = inhibition above about 11%;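 also: 0% = median of compound wells on plate and 100% = full blocker control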
# PG9 binder: binds the HIV-1 gp120 antibody PG9. TR-FRET gp120-PG9 antibody binding. inhibition, % at 6.7 µM. 360,000 compounds, 0.43% hits. AID 624416; in the data active = inhibition above about 8.5%
# DAX1 inh-2: inhibitors of human orphan nuclear receptor DAX1 (NR0B1). P51843. HEK293 Gal4-DAX1 luciferase reporter, luminescence. inhibition, % at 6.75 µM. 340,000 compounds, 0.99% hits. AID 504766;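 active = inhibition above the mean over all tested compounds plus 3 SD, cut at about 4.2% in these data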;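 also: 0% = DAX1-transfected cells with DMSO and 100% = empty-vector control cells with DMSO; inhibition shows as a rise in luminescence from relieved DAX1 repression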
# Target sequence (P51843 207-470 limits assumed): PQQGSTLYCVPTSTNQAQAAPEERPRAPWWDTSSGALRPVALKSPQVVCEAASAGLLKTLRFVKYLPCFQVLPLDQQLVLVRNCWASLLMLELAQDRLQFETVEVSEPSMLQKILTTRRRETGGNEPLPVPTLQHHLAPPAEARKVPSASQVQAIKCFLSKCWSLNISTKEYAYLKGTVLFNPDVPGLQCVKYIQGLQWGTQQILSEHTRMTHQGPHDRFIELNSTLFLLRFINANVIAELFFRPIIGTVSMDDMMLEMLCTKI
# FXN GAA850 act: frataxin GAA850 promoter activation. HEK293 lucGAA850 FXN promoter luciferase reporter, 24 h; percent of 10 µM SAHA response. 360,000 compounds, 0.56% hits. activation, % at 6 µM;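 active = activation above the average of all compounds screened plus 3 SD, cutoff fixed separately per campaign, cut at about 7.5% in these data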;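 also: 0% = DMSO wells and 100% = 10 µM SAHA wells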
# HGIII-sPLA2 inh: Blocks human group III sPLA2 activity; Q9NZ20; QFRET BODIPY PC-A2 liposome hydrolysis, fluorescence; inhibition, % at 12.2 µM; 370,000 compounds, 0.56% hits; AID 743126;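 active = inhibition above mean plus 3 SD of compounds lying within the high and low control bounds, cut at about 19% in these data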;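 also: 0% = median of test compound wells and 100% = no enzyme DMSO wells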
# Starred values were filed as active, the others as inactive; / = not tested or not shown.
SMILES,hgDAF-12 ag,DAX1 inh-1,Rev-erbA mod,hcDAF-12 act,SMARCA2 act,ssDAF-12 act,PLC-beta3 inh,PG9 binder,DAX1 inh-2,FXN GAA850 act,HGIII-sPLA2 inh
CCCCn1c(N)c(N(CC(C)C)C(=O)CSc2nnc(C)n2-c2ccc(OC)cc2)c(=O)[nH]c1=O,-0.4,-1.5,1,0.7,-1,-0.3,-4,-0.2,-0.7,0.0,-4
CCC1(C)Cc2c(sc3[nH]c(=S)n(Cc4ccccc4)c(=O)c23)CO1 (stereo not given),-0.4,0.2,2,-0.1,-1,-0.7,0,4.0,-0.6,1.1,3
Cc1ccc(CC(NC(=O)c2ccccc2)C(=O)N2CCCC2C(=O)O)cc1 (stereo not given),-0.3,-0.4,-4,0.1,1,-1.2,-2,0.7,0.3,0.8,3
CCCCC(=O)N(C)c1c(C)nc2ccc(C(=O)N3CCN(C(=O)c4ccco4)CC3)cn12,0.7,0.0,-7,0.6,4,-1.3,-2,-0.9,/,0.7,5
COc1ccc(NC(=O)CSc2nc3sc(C)cc3c(=O)n2C)c(OC)c1,0.3,-1.1,-9,-0.9,-2,-1.2,-5,-1.2,-1.5,-1.8,9
CCN(C(=O)COC(=O)c1ccccc1SCC(=O)NC1CCCCCCC1)C1CCS(=O)(=O)C1 (stereo not given),1.0,0.1,2,1.2,-1,-1.0,1,-0.3,-0.9,1.5,5
CC(C)c1nc2c(c(=O)n(C)c(=O)n2C)n1C,1.4,0.0,0,-1.8,-3,-0.9,0,-1.4,0.5,0.8,7
Cc1ccc(S(=O)(=O)N2[C@@H](c3ccc(Br)cc3)C(C(=O)O)=CC[C@H]2c2ccc(Cl)c(Cl)c2)cc1,1.2,-0.5,4,-2.1,-3,-1.0,1,-3.1,-1.3,-0.7,-149
O=C(Cc1cccc(NC(=O)C2CCCN(C(=O)C3CC3)C2)c1)Nc1cccc(C(=O)N2CCOCC2)c1 (stereo not given),-0.8,0.3,4,0.1,1,-1.4,1,1.1,-0.1,2.4,5
CCCCN=Cc1sc2ccc(OCC)cc2c1O,3.5,-0.3,-9,0.1,1,-1.0,-19,-2.4,0.0,4.1,4
CCCCNS(=O)(=O)c1cccc(NC(=O)[C@H]2C[C@H](O)[C@@H](CO)O2)c1,-0.7,0.8,-4,-1.1,-4,-1.4,0,-0.9,/,0.3,-2
COc1ccc(NC(=O)CS(=O)CC(=O)Nc2cc(Cl)ccc2OC)cc1 (stereo not given),-1.2,-0.3,2,-1.6,0,-1.9,0,0.4,1.7,0.9,-5
O=C(CSc1nnc(-c2ccco2)n1Cc1ccco1)c1ccc([N+](=O)[O-])cc1,-0.8,-0.2,-4,-1.0,-4,-1.1,3,/,/,/,-38
O=C(NC1CC1)c1cc2c(F)cccc2s1,1.9,-1.1,-5,-1.8,-4,-2.5,-2,-0.9,-2.3,2.1,-1
CCOC(=O)c1[nH]ncc1CN1CCC(Cc2ccccc2)(C(=O)OCC)CC1,2.2,-0.2,0,-0.1,-3,-1.1,-3,-0.7,2.2,-1.3,1
S=C(Nc1ccccc1)N1CCN(c2ccc(N3CCOCC3)nn2)CC1,-1.6,0.3,-4,1.0,-2,-0.5,-331,0.8,-0.6,-0.1,11
COc1ccc(/C=C2\C(=N)N3N=C(CC(=O)N4CCCCC4)SC3=NC2=O)cc1,3.6,0.2,-4,-0.5,0,-0.8,-37,-1.1,-0.1,-0.7,-23
c1ccc(CSCc2cn3ccsc3n2)cc1,6.7,0.9,-1,1.0,4,-0.5,2,-1.0,1.7,4.5,3
O=C(c1ccc(-c2ccccc2)cc1)N1CCN(C(=O)c2ccco2)CC1,-1.2,-0.1,4,-1.7,1,-1.2,0,0.8,-0.5,1.8,-8
O=C(NCc1ccc2c(c1)OCO2)c1cccc2c1C(=O)N(C1CCCCC1)C2,-0.6,-1.9,8,0.4,2,-1.0,5,-0.4,1.4,2.1,3

# The last 3 compounds of the part above come first, to join the parts:
SMILES,hgDAF-12 ag,DAX1 inh-1,Rev-erbA mod,hcDAF-12 act,SMARCA2 act,ssDAF-12 act,PLC-beta3 inh,PG9 binder,DAX1 inh-2,FXN GAA850 act,HGIII-sPLA2 inh
c1ccc(CSCc2cn3ccsc3n2)cc1,6.7,0.9,-1,1.0,4,-0.5,2,-1.0,1.7,4.5,3
O=C(c1ccc(-c2ccccc2)cc1)N1CCN(C(=O)c2ccco2)CC1,-1.2,-0.1,4,-1.7,1,-1.2,0,0.8,-0.5,1.8,-8
O=C(NCc1ccc2c(c1)OCO2)c1cccc2c1C(=O)N(C1CCCCC1)C2,-0.6,-1.9,8,0.4,2,-1.0,5,-0.4,1.4,2.1,3
C=CCn1c(CCSCc2ccccc2)n[nH]c1=S,3.3,0.1,-6,-0.8,-1,-1.3,-10,0.2,0.7,0.7,10
COc1ccc(CC(=O)Nc2cccc(-c3csc(C)n3)c2)cc1,-0.2,-0.6,-5,-1.7,1,-1.3,1,4.1,1.0,2.0,-24
COC(=O)Cn1cc(/C=N/NC(=O)c2ccc(C#N)cc2F)c2ccccc21,0.5,-0.3,-2,-0.6,-2,-1.3,-11,1.6,-0.3,0.7,0
CCC1Sc2ccc(S(=O)(=O)CCC(=O)Nc3ccccc3Cl)cc2NC1=O (stereo not given),-3.0,-0.2,4,0.2,-2,-1.0,-9,0.9,0.4,0.1,-14
O=C(C1CC(=O)N(C2CCCCC2)C1)N1CCN(c2cccc(C(F)(F)F)c2)CC1 (stereo not given),-1.2,-1.9,-3,-2.1,0,-1.3,-9,-2.0,-0.9,-1.1,-5
O=C(CSc1ccc(-c2ccccn2)nn1)NCc1ccc(F)cc1,5.1,0.0,-1,-1.0,0,-1.5,3,-0.5,-1.1,1.9,2
CCCc1n[nH]c2c1C(=O)CC(C)(C)C2,1.5,0.9,-1,-1.9,-1,-0.9,8,-1.9,-0.5,2.0,6
CCCCCOc1ccc(C(=O)CCN2CCOCC2)cc1,1.2,-0.5,0,-0.2,-2,-0.7,-3,2.0,0.4,2.7,11
CCN(CC(=O)NCc1ccc(Cl)cc1)C(=O)/C=C/c1cccs1,-2.7,0.2,-2,-1.9,4,-1.5,-3,-1.7,0.7,0.9,1
Cc1ccc(N(CC(=O)Nc2ccccc2C(=O)N2CCOCC2)S(C)(=O)=O)cc1,-2.2,-0.4,-2,-2.3,-8,-0.9,0,0.8,0.1,1.5,7
COc1ccc(CCNC(=O)CSCc2ccc(Cl)cc2)cc1OC,-2.8,-1.5,-3,-1.8,-1,-0.9,3,-1.6,-1.0,2.2,-2
COc1cc(NC(=O)COC(=O)c2cnc(C)cn2)c(C)cc1[N+](=O)[O-],-1.6,0.3,1,-0.7,5,-0.4,3,-2.7,0.6,0.9,1
CC1=NN(C(=O)c2ccc(Cl)cc2)C(O)(c2ccccc2)C1 (stereo not given),1.8,0.6,0,-0.3,-1,-0.4,-22,2.1,-0.9,0.8,11
Cc1cc(NC(=O)c2cc([N+](=O)[O-])ccc2Cl)no1,0.8,-0.8,2,-2.2,-2,-1.4,-11,-0.1,0.4,-2.6,11
CC(C)NC(=O)Nc1ccc2c(c1)C(=O)N([C@H](C)CO)C[C@H](C)[C@@H](CN(C)C(=O)NC1CCCCC1)O2,-0.5,0.1,0,-0.3,-1,-1.2,-1,1.9,3.4,4.1,4
COc1ccc2sc(N3C(=O)C4CC=C(C)CC4C3=O)nc2c1 (stereo not given),3.2,0.0,2,-2.1,1,-1.5,-2,-0.6,1.1,-1.4,-6
Cc1cc(C)n2nc(CC(=O)NNC(=O)COc3ccccc3)nc2n1,1.4,-0.2,-2,0.7,-3,-1.0,-3,0.6,1.0,-1.1,2
CCc1c(C(=O)NC2CCCC2)csc1C,-0.5,-0.5,2,-0.4,-3,-2.0,2,2.1,1.4,3.5,5
N#Cc1cccc(-c2nnc(SCc3ccccc3C#N)o2)c1,4.5,0.4,-7,-0.8,3,-0.3,0,-0.9,0.5,2.7,-6
N#C/C(=C\c1ccc(-c2ccc(C(=O)O)cc2)o1)C(=O)Nc1ccc(F)cc1,9.3,1.1,-5,6.9*,3,0.3,-29,-6.1,-0.7,0.3,-8
CC1CCCN(C(=O)c2cn(-c3ccccc3)nc2-c2cccnc2)C1 (stereo not given),-0.4,-0.3,-6,1.7,-1,-1.2,-5,1.4,-1.6,1.9,8
COc1ccc(CN2CCNC(=O)C2CC(=O)NC2CCCCC2)c(OC)c1 (stereo not given),0.5,0.2,2,-1.4,1,-1.0,-10,-3.2,1.1,0.5,-5
Fc1ccc(-c2nc3ccc(Br)cn3c2Cc2ccccc2)cc1,2.9,2.1,20*,-1.2,-3,-0.7,-8,3.1,2.0,2.9,-10
O=C(Nc1nc(COc2ccccc2)cs1)C1CCC1,0.6,-0.4,-2,1.7,2,-0.7,0,0.3,1.0,2.6,-7
COC(=O)CN1C2(C#N)CCCCC2CC2CCCCC21C#N (stereo not given),0.2,1.0,-1,-1.1,0,-1.4,2,-2.0,2.6,0.4,7
Cc1ccc(-c2c(C(=O)N/N=C/c3c[nH]c4ccccc34)nnn2-c2nonc2N)cc1,-0.7,-0.9,1,2.8,-5,-0.5,-112,-0.2,-0.4,1.2,-38
CC1=NN(c2ccccc2)C(=O)/C1=C\c1cc(C)n(C)c1C,1.4,-0.4,4,-0.8,-1,0.0,-7,-5.5,-1.5,1.6,3
O=C(O)C1CCC(C(=O)O)O1 (stereo not given),0.1,2.5,-7,-0.6,6,-1.5,1,-0.5,1.8,1.7,4
CCN(Cc1ccc2c(c1)OCO2)C(=O)CSc1nc(C)nc2sc(C)c(C)c12,-0.9,-0.1,-6,-1.0,-1,-1.7,0,-0.9,0.9,1.8,-2
Cc1ccc(N2CCN(c3ccc(C)cc3)C2c2ccccn2)cc1,3.8,0.5,-4,-1.4,-2,-1.6,-5,-0.1,-0.8,5.0,9
CCN(CC)C(=O)CSC(Nc1ccc(F)cc1)=C(C#N)C#N,-0.3,0.0,5,2.5,0,-0.9,-20,-2.1,2.1,1.0,-8
O=C(NC(=S)NNS(=O)(=O)c1ccccc1)c1ccccc1[N+](=O)[O-],-2.3,-0.2,0,-0.4,-2,-1.0,0,-1.7,0.3,-0.4,5
O=[N+]([O-])c1ccccc1COc1ccc(Cl)c2cccnc12,15*,2.6,-2,9.1*,6,0.5,3,-1.5,4.8*,4.5,-4
Nc1ccc(C(=O)C(=O)c2ccccc2)cc1,2.2,-0.2,-6,-1.7,-3,-0.8,-4,0.2,2.0,0.5,1
Cc1cccc(C)c1OCC(O)CNS(=O)(=O)c1ccccc1C(=O)N1CCOCC1 (stereo not given),0.2,0.1,2,-0.7,0,-0.9,-3,-1.5,0.9,-0.1,2
Cc1cc(NC(=O)CSc2ccc(-c3ccc(F)cc3)nn2)no1,2.4,-0.4,5,0.2,-4,-1.2,0,-0.2,-0.6,2.7,9
